CTSL1 counter – Fasciola hepatica cathepsin L1 inhibitors, primary screen, counter-screen for PFM18AAP inhibitor project, biochemical, QFRET, fluorogenic peptide substrate; recombinant F. hepatica cathepsin L1, Z-Leu-Arg-MCA fluorescence; inhibition, % at 5.96 µM; 300,000 compounds, 0.49% hits; AID 1906, 2009;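 active = inhibition above the mean of all tested compounds plus 3 SD, set per screening campaign, cut at about 17% in these data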;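 also: 0% = plate median of test compound wells and 100% = 1 µM Z-Phe-Ala-diazomethylketone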
proCasp7 act – procaspase-7 activators, primary screen, counter-screen for procaspase-3 activator project, biochemical, absorbance, HTS, human. recombinant procaspase-7, Ac-DEVD-pNA absorbance 405 nm; D23A/D198A/D206A triple mutant, cannot self-cleave; scale: DMSO 0, 5 µM enzyme 100. activation, % at 8.5 µM. 330,000 compounds, 0.093% hits. AID 463210, 2010;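 active = percent activation above the screen-wide mean plus 3 SD, cut at about 25% in these data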
Target sequence (P55210 whole entry D23A/D198A/D206A): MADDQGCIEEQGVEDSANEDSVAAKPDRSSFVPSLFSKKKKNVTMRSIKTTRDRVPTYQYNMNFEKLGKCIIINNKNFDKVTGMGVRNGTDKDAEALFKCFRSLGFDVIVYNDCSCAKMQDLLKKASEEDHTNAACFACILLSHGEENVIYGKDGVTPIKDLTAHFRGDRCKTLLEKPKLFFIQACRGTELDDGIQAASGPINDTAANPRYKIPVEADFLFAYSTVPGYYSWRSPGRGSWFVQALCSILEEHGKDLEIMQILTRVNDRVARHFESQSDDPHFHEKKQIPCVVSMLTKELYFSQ
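Detection: p-Nitroaniline absorbance at 405 nm, read at 0 and 120 min; system: Uncleavable procaspase-7 mutant enzyme; evaluation: % activation from two-timepoint absorbance difference, scaled to controls; times: 1 h enzyme–compound preincubation and 2 h substrate reaction, both 25 °C; buffer or medium: Zinc-free HEPES pH 7.4 with 300 mM NaCl, 0.01% Triton X-100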
TPT1 inhibitor – Candida albicans TPT1 enzyme inhibitors, primary screen, biochemical, fluorescence polarization; recombinant caTPT1, FP RNA substrate dephosphorylation; inhibition, % at 5 µM; 300,000 compounds, 0.81% hits; tRNA 2'-phosphotransferase TPT1 (Candida albicans SC5314);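 active = inhibition above the mean of all tested compounds plus 3 SD, set per screening campaign, cut at about 24% in these data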;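 also: plate controls were DMSO alone for no effect and ferristatin control at 100 nM for full effect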
proCasp3 act – activators of human procaspase-3 D3A mutant, primary screen, biochemical, absorbance, PC-3 D3A mutant, single concentration; recombinant procaspase-3 D3A, Ac-DEVD-pNA absorbance 405 nm; 330,000 compounds, 0.11% hits; activation, % at 8.5 µM;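 active = activation above the mean of all tested compounds plus 3 SD, cut at about 21% in these data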;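 also: 0% = DMSO alone and 100% = DMSO wells spiked with extra 5 µM PC-3 D3A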
Target sequence (P42574 whole entry D9A/D28A/D175A): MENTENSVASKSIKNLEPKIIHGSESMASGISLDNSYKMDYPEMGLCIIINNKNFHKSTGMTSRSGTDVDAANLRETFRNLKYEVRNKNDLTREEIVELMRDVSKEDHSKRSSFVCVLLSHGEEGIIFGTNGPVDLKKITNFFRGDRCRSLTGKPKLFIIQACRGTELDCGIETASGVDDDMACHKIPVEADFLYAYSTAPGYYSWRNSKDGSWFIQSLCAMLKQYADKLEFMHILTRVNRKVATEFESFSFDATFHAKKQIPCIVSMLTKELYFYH
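Assay system: Procaspase-3 D3A mutant, all three cleavage aspartates alanine. Buffer or medium: Zinc-free HEPES saline buffer with Triton X-100. Times: 1 h compound preincubation, 2 h substrate hydrolysis at 25 °C. Measured by: 405 nm absorbance of p-nitroaniline, reads at 0 and 120 min. Read-out basis: percent activation relative to control range. Replicates: singlicate.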
HCV core dimer – inhibitors of HCV core protein dimerization, primary screen, biochemical, TR-FRET, high-throughput. TR-FRET GST/Flag-core106 dimerization, 1536-well. inhibition, % at 5 µM. 300,000 compounds, 0.33% hits;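 active = inhibition above the mean of all tested compounds plus 3 SD, set per screening campaign, cut at about 45% in these data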
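Assay system – GST-tagged and Flag-tagged HCV core protein residues 1-106 · Quantity – core106 proteins, GST 13.5 nM and Flag 17 nM · Benchmarks – unlabelled core106 and no-GST-core106 wells · Read-out basis – percent inhibition of core106 dimerization signal · Detection – time-resolved FRET, ex 340 nm, em 617 and 671 nm · Schedule – 4 h at 22.5 °C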
PP1 inh – PP1-alpha phosphatase inhibitors, primary screen, counter-screen for PP5 inhibitor project, biochemical, fluorescence, OMFP substrate, single point; inhibition, % at 6.7 µM; 320,000 compounds, 0.9% hits; purified PP1alpha; Serine/threonine-protein phosphatase PP1-alpha catalytic subunit (Homo sapiens), P62136;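 active = inhibition above the mean inhibition of all tested compounds plus 3 SD, computed separately for each screening campaign, cut at about 15% in these data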
Target sequence (P62136 whole entry, looked up): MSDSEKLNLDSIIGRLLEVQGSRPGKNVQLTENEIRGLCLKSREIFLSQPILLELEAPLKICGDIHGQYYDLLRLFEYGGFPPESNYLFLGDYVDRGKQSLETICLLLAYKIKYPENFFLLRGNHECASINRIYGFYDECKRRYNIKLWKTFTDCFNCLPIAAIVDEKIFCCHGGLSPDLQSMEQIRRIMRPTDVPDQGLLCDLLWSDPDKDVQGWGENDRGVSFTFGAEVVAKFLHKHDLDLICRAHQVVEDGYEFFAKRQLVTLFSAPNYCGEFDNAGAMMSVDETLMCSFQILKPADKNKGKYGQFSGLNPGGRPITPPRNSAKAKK
GASC-1 inh – inhibitors of GASC-1 histone demethylase, primary screen, biochemical, fluorescence, DELFIA europium; Lysine-specific demethylase 4C (Homo sapiens), Q9H3R0; GST-JMJD2C(1-420) H3K9me3 demethylation; inhibition, % at 2.35 µM; 330,000 compounds, 0.069% hits; AID 2099, 2009;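 active = more than half of a compound's replicate wells show inhibition beyond 50%, single wells judged on their own value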;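 also: signal counts dimethyl H3K9 product captured on neutravidin plate; 0% = median of DMSO wells and 100% = 0.3 times that DMSO median; strong numbers were not always called active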
Efflux pump mplx – inhibitors of Candida efflux pumps in yeast, primary screen, S. cerevisiae, Nile Red, multiplex; inhibition, % at 10 µM; 330,000 compounds, 0.44% hits; S. cerevisiae Candida pump triplex;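 active = plate passing quality check with inhibition over a set limit, or well fluorescence over plate mean plus 4 SD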;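 also: Nile Red retained in pooled yeast measured as flow cytometry median fluorescence; 0% = buffer negative control and 100% = Enniatin B positive control; higher means more Nile Red kept so more efflux inhibition; some compounds called inactive have numbers as strong as hits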
PP5 primary – PP5 phosphatase inhibitors, primary screen, biochemical, fluorescence; Serine/threonine-protein phosphatase 5 (Homo sapiens), P53041; purified PP5c, OMFP substrate fluorescence; inhibition, % at 6.7 µM; 320,000 compounds, 0.18% hits;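 active = inhibition above the campaign's mean inhibition across all tested compounds plus 3 SD, cut at about 9.5% in these data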;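 also: 0% = DMSO only and 100% = 100 µM cantharidin control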
Numbers without * were called inactive; · = no result given.

SMILES | CTSL1 counter | proCasp7 act | TPT1 inhibitor | proCasp3 act | HCV core dimer | PP1 inh | GASC-1 inh | Efflux pump mplx | PP5 primary
COC(=O)C1Cc2ccccc2CN1S(=O)(=O)c1ccc(F)cc1 (stereo unspecified) | 5 | 2 | 5 | -7 | 14 | -2 | -4 | 0.0 | -1.8
CC(C)c1c(O)c2c(n(-c3ccccc3)c1=O)CCCC2 | -5 | -2 | 1 | 0 | 1 | -2 | 9 | 0.2 | -1.7
CCOC(=O)c1c(C)[nH]c(C(=O)COC(=O)C(C)N2C(=O)C3CCCCC3C2=O)c1C (stereo unspecified) | 1 | -1 | -2 | -3 | -2 | -1 | -5 | -7.2 | 5.5
CCOc1ccsc1C(=O)O | 2 | -4 | -5 | -7 | -17 | 5 | -22 | 0.0 | -0.5
Cc1ccc(O)c(NC(=S)NC(=O)/C=C/c2ccco2)c1 | 1 | -7 | 8 | -17 | -1 | 5 | -8 | -0.1 | 2.9
CCOC(=O)c1ccc(NC(=S)N2CCSC2c2ccc(OC)cc2)cc1 (stereo unspecified) | 4 | -21 | 3 | -25 | 1 | 5 | 0 | 0.2 | -1.5
Cc1cc(C)nc(SCc2ccc(F)cc2)n1 | 1 | -2 | 2 | -2 | 0 | -2 | 10 | 0.1 | 0.3
Cc1ccsc1/C=N/NC(=O)c1c[nH]c2ccccc12 | -1 | -3 | -2 | 0 | -7 | -1 | -2 | -0.1 | 1.3
COc1cc(/C=N/NC2=NS(=O)(=O)c3ccccc32)ccc1OC(C)=O | 3 | 0 | 1 | 5 | 2 | 9 | -19 | -0.2 | -1.0
O=C(NCCN1CCOCC1)C1CC(=O)N(c2ccc(F)cc2)C1 (stereo unspecified) | -3 | -9 | -3 | 1 | -2 | -5 | -6 | -0.3 | 2.7
COc1ccccc1OCC(=O)OCC(=O)NC1CCCCC1 | · | 11 | · | 5 | · | · | -1 | 0.0 | ·
COc1cccc(C(=O)NC(=S)Nc2ccccc2N2CCCC2)c1 | 23* | -12 | -2 | -6 | 12 | -1 | -9 | 0.1 | 2.9
Cc1nonc1C(=O)N/N=C/c1ccc([N+](=O)[O-])o1 | 5 | -12 | 6 | -10 | -6 | 0 | 10 | 0.2 | -0.3
Nc1ccc(C(=O)OCCCc2nc3cc4ccccc4cc3[nH]2)cc1 | -3 | 5 | -1 | 2 | 2 | -1 | -14 | -0.1 | -0.8
CCOCCCNC(=O)CN1N=C(c2ccc(C)cc2)CCC1=O | -2 | -7 | 1 | 7 | -4 | -4 | -3 | 0.2 | 2.4
CC(=Nc1ccc(Br)cc1)c1sc2ccccc2c1O | 2 | -7 | 78* | -10 | -8 | -3 | 4 | -0.1 | 0.3
CN(C(=O)C1CCCCN1S(=O)(=O)c1ccccc1)c1ccccc1 (stereo unspecified) | · | -1 | · | 3 | · | · | 11 | 0.0 | ·
CC(=O)c1cccc(OCC(=O)Nc2cccc(C(=O)Nc3c(C)n(C)n(-c4ccccc4)c3=O)c2)c1 | · | -3 | · | 4 | · | -3 | -2 | 0.0 | 0.3
Cc1cc(C(=O)N/N=C/c2cccc([N+](=O)[O-])c2)c(C)o1 | -2 | 15 | -2 | 8 | -5 | -1 | -1 | 0.1 | 3.8
COc1ccccc1C(=O)C1CCCN(C(=O)CCn2cnnn2)C1 (stereo unspecified) | 1 | 7 | -2 | -3 | -2 | -3 | -12 | 0.2 | 0.1
Cc1nc(NC(=O)c2ccc3c(c2)OCO3)ccc1Br | 1 | 8 | -2 | 3 | 0 | -4 | 6 | -0.1 | 0.8
Cc1nn(CC(=O)Nc2nc3ccccc3s2)c(C)c1[N+](=O)[O-] | -1 | 2 | 0 | 5 | -2 | 2 | 2 | -0.2 | 3.5
CC1=NC(C)Cc2ccccc21 (stereo unspecified) | 2 | 16 | 1 | 1 | -3 | 0 | 6 | 0.0 | 0.8
c1csc(-c2noc(COc3ccc4c(c3)CCCC4)n2)c1 | 3 | -8 | 0 | 7 | 2 | -3 | -5 | 0.0 | 0.0

Whole records, looked up by structure:
Listed for Cc1nonc1C(=O)N/N=C/c1ccc([N+](=O)[O-])o1 = CTSL1 counter: 5; proCasp7 act: -12; TPT1 inhibitor: 6; proCasp3 act: -10; HCV core dimer: -6; PP1 inh: 0; GASC-1 inh: 10; Efflux pump mplx: 0.2; PP5 primary: -0.3
Listed for Cc1nn(CC(=O)Nc2nc3ccccc3s2)c(C)c1[N+](=O)[O-] = CTSL1 counter: -1; proCasp7 act: 2; TPT1 inhibitor: 0; proCasp3 act: 5; HCV core dimer: -2; PP1 inh: 2; GASC-1 inh: 2; Efflux pump mplx: -0.2; PP5 primary: 3.5

Going on with the list.
SMILES | CTSL1 counter | proCasp7 act | TPT1 inhibitor | proCasp3 act | HCV core dimer | PP1 inh | GASC-1 inh | Efflux pump mplx | PP5 primary
CCOC(=O)Cn1nc(-c2ccccc2)nc1-c1ccccc1 | 3 | -5 | -3 | 3 | -5 | -7 | 3 | 0.1 | -3.4
Nc1c(N=Nc2ccccc2F)c(=O)[nH]n1-c1ccccc1 | 4 | -17 | 3 | -27 | -34 | -2 | 4 | -0.1 | 1.6
CCCC(=O)n1nc(-c2cccnc2)nc1N | 2 | 3 | 2 | 7 | -2 | -2 | 0 | -0.3 | 2.0
CN(C)S(=O)(=O)c1cccc(NC(=O)COC(=O)c2cc(-c3cccc(Br)c3)nc3ccccc23)c1 | -10 | 12 | 0 | 8 | 2 | 2 | 7 | -0.1 | 1.5
Cc1cc(/C=C2/NC(=O)N(c3ccccc3)C2=O)c(C)n1C(C)C | 1 | 2 | 1 | 2 | -7 | 1 | 5 | 0.2 | 3.4
COC(=O)CSC1=C(C#N)C(c2ccccc2)CC(=O)N1 (stereo unspecified) | 5 | 0 | 1 | 3 | -1 | -3 | -1 | 0.0 | 0.9
Cc1ccc(CN2C(=O)c3ccccc3Sc3ccc(C(=O)NCCN4CCOCC4)cc32)cc1 | -3 | 11 | 1 | -3 | -4 | -1 | -5 | 0.1 | 0.2
Cc1ccc(/C=C/C(=O)O)cc1S(=O)(=O)N1CCC(Cc2ccccc2)CC1 | 0 | 5 | -2 | 1 | 14 | 3 | -1 | -0.1 | 0.4
Cc1cc(OCc2cc(C(=O)N3CCN(CC4CC4)CC3)no2)cc(C)c1Cl | 1 | -5 | -4 | 8 | -9 | 3 | · | -0.1 | 5.6
CCc1nnc(NC(=O)CSc2nnc(-c3ccc(O)cc3)n2C)s1 | -1 | 5 | 0 | 2 | 3 | 2 | 35 | 0.0 | -0.5
COc1ccc(-n2c(SCC(=O)Nc3ccccc3OC)nc(O)c(Cc3ccccc3)c2=O)cc1 | -8 | -2 | 1 | 5 | 5 | 2 | -15 | 0.4 | 3.0
Cc1ccc(NC(=O)Cn2c(=O)cnc3ccccc32)cc1S(=O)(=O)N1CCCCC1 | · | -3 | · | -12 | · | 5 | · | 0.5 | 3.1
O=C(CCN1CCOCC1)NNC(=O)c1ccc([N+](=O)[O-])cc1[N+](=O)[O-] | · | 8 | · | 6 | · | · | -1 | -0.1 | ·
COC(=O)C1=C(NC(=O)COc2ccc(Cl)cc2Cl)CCS1 | 2 | 3 | -4 | -1 | -7 | -3 | -2 | 2.7 | 2.5
Cc1ccccc1OCCn1cc(/C(N)=N/O)c2ccccc21 | -1 | -3 | -2 | 0 | -11 | 1 | 5 | -0.1 | 0.9
Fc1ccc(C2CC(c3ccco3)=Nc3ccccc3S2)cc1 (stereo unspecified) | 2 | -38 | -2 | -8 | 1 | 1 | 0 | 0.0 | 0.2
O=C(Nc1ccc(C(=O)N2CCCCC2)cc1)c1ccccc1Br | -2 | -11 | -5 | -2 | -3 | 0 | -3 | -0.1 | 1.9
O=C(Nc1ccncc1)C1CCN(S(=O)(=O)c2cccc(C(F)(F)F)c2)CC1 | · | 8 | · | 11 | · | 4 | 5 | 0.2 | 2.2
Cn1cc(C(C[N+](=O)[O-])c2ccccc2)c2ccccc21 (stereo unspecified) | -1 | 0 | 0 | -4 | 5 | 0 | 3 | 0.6 | 4.4
CCn1c(CCCNC(=O)c2cccs2)nc2ccccc21 | -1 | -2 | -1 | 9 | 4 | -3 | -16 | -0.1 | 0.3
O=C1CC(NCCN2CCOCC2)C(=O)N1Cc1ccc(N2CCCC2=O)cc1 (stereo unspecified) | -4 | -40 | -3 | -29 | -5 | -5 | 73 | 0.1 | -0.8
Cc1nc(N2CCN(c3ccccn3)CC2)c2c(C)c(C(=O)N3CCN(c4cccc(Cl)c4)CC3)sc2n1 | 1 | 6 | -5 | 2 | 11 | -5 | 56 | 0.1 | -1.1
Cc1cc(NC(=O)Cn2nnc(-c3ccccc3N)n2)no1 | 2 | 5 | 1 | 8 | 0 | -2 | -10 | -0.2 | -0.7
O=C(c1ccco1)N1CCN=C1SCc1cccnc1 | -3 | 4 | -5 | 10 | -1 | -1 | 4 | -0.1 | -0.7
O=C(Nc1nccs1)c1cc([N+](=O)[O-])ccc1Cl | 0 | 11 | 0 | 2 | 0 | -3 | -9 | 0.0 | 1.4
COCCN1Cc2cccc(C(=O)NCc3ccccn3)c2C1=O | -1 | 1 | 1 | 7 | 9 | 0 | 1 | 0.0 | 1.4
O=[N+]([O-])c1ccc2oc(C3CCCCC3)nc2c1 | 2 | 8 | 1 | 3 | -2 | -3 | -12 | 0.1 | 0.3
COCCNC(=O)CSc1nnc(CCCN2C(=O)c3cccc4cccc(c34)C2=O)n1-c1ccccc1 | 0 | -3 | -2 | -1 | 2 | 1 | 3 | 0.1 | 1.8
Cc1nn(C)cc1/C=N/NC(=O)c1ccco1 | -2 | 8 | -3 | 2 | 2 | -6 | 5 | 0.0 | -1.7
COc1ccc(NC(=O)c2ccc(COc3ccccc3OC)o2)cc1OC | -4 | -5 | -3 | 3 | 5 | -2 | 32 | -0.1 | 0.2
O=C1CCCN1CCCNc1ccc2nnc(CCC(=O)N3CCN(c4ccc(F)cc4)CC3)n2n1 | 0 | 0 | -2 | 12 | -1 | 4 | -7 | 0.0 | 3.5
CCn1c(O)c(C2=NCCCC2)c2ccccc21 | 0 | 4 | 0 | 3 | -11 | -2 | -1 | 0.1 | 3.1
COc1cc(-c2cc(-c3ccccc3)nc(SCC(=O)O)c2C#N)cc(OC)c1OC | 2 | -6 | 1 | 0 | 11 | 3 | 6 | -0.2 | -0.3

Source: PubChem
